SKN-1 inh: C. elegans SKN-1 inhibition. C. elegans VP596 Pgst-4::GFP/RFP ratio, acrylamide-induced, 24 h. inhibition, % at 21.8 µM. 0.49% of 360,000 active. AID 624304;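 active means interference check ratio from 0.5 to 1.5 plus GFP to RFP signal ratio inhibition reaching or exceeding a fixed threshold, cut at about 30% in these data, passing the limit was not always enough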; further: some compounds called inactive have numbers as strong as hits
MsrA inh: inhibits bovine methionine sulfoxide reductase A; AID 651718; inhibition, % at 15.5 µM; 0.75% of 360,000 active; purified bovine MsrA, absorbance read-out; in the data active means inhibition above about 4.5%;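 further: 0% = vehicle wells with enzyme and 100% = reference inhibitor wells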
TbMetRS inhib: Trypanosoma brucei MetRS inhibition | purified T. brucei MetRS, ATP depletion, Kinase-Glo luminescence | inhibition, % at 11.9 µM | 0.4% of 360,000 active | AID 624268;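 active means inhibition above a per-plate cutoff of the control wells' mean inhibition plus 3 SD, cut at about 5.5% in these data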;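 further: 0% = DMSO wells median and 100% = median of wells with control inhibitor compound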
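technique = Kinase-Glo luminescence, ATP depletion format | system = purified MetRS (methionyl-tRNA synthetase) enzyme from Trypanosoma brucei | timing = 15 min preincubation, 2 h reaction, all 25 °C | evaluation = percent inhibition versus plate control medians | dosing = single dose, 11.9 µM final nominal, 0.9% final DMSO | also added = substrates ATP, L-methionine and bulk Escherichia coli tRNA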
MT1-MMP act inh: inhibitors of human MT1-MMP activation. P50281. HT1080 RFP-PRO-GFP cells, GFP/RFP ratio fluorescence, overnight; percent of plate control window, DMSO zero. GFP/RFP ratio change, % at 20 µM. 0.061% of 360,000 active. AID 651647;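 active means GFP/RFP ratio change of at least 30% with cell ATP level not reduced by more than half and red fluorescence within 50% of control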; further: strong numbers were not always called active
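Assay system: HT1080 RFP-PRO-GFP cells. Benchmarks: DMSO vehicle wells and RFP-L50D-GFP reporter cell wells. Times: overnight cell settling, then overnight compound exposure, 37 °C, 5% CO2. Compound: 20 µM single dose, 1% DMSO. Read-out basis: GFP/RFP fluorescence ratio.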
FAS-TE inh: blocks the thioesterase domain of human fatty acid synthase. recombinant FAS-TE, OMFH fluorogenic substrate, fluorescence endpoint. inhibition, % at 15 µM. 0.67% of 360,000 active. AID 602261;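 active means compounds whose normalised, plate-corrected inhibition of enzyme fluorescence in the single-dose primary screen is 50% or more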;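 further: 0% = DMSO with enzyme and 100% = substrate without enzyme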
PABP1 MLLE inh: blocks PAM2 peptide binding to the PABP1 MLLE domain; P11940; GST-MLLE / FITC-PAM2 fluorescence polarization; inhibition, % at 20 µM; 0.36% of 360,000 active; AID 588489; in the data active means inhibition above about 35%, passing the limit was not always enough;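 further: plate controls were DMSO wells with GST-MLLE for no effect and wells lacking GST-MLLE protein for full effect; some results filed as inactive read as strong as hits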
CendR NRP1 mod: alters CendR peptide binding to human NRP-1; O14786; FAM-RPARPAR peptide binding to NRP-1, fluorescence polarization; inhibition, % at 25 µM; 0.85% of 360,000 active;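 active means inhibition or corrected inhibition above about 18%, plus a signal ratio from 0.5 to 1.5, limit read from the data, passing the limit was not always enough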; further: strong numbers were not always called active
Target sequence (O14786 whole entry, looked up): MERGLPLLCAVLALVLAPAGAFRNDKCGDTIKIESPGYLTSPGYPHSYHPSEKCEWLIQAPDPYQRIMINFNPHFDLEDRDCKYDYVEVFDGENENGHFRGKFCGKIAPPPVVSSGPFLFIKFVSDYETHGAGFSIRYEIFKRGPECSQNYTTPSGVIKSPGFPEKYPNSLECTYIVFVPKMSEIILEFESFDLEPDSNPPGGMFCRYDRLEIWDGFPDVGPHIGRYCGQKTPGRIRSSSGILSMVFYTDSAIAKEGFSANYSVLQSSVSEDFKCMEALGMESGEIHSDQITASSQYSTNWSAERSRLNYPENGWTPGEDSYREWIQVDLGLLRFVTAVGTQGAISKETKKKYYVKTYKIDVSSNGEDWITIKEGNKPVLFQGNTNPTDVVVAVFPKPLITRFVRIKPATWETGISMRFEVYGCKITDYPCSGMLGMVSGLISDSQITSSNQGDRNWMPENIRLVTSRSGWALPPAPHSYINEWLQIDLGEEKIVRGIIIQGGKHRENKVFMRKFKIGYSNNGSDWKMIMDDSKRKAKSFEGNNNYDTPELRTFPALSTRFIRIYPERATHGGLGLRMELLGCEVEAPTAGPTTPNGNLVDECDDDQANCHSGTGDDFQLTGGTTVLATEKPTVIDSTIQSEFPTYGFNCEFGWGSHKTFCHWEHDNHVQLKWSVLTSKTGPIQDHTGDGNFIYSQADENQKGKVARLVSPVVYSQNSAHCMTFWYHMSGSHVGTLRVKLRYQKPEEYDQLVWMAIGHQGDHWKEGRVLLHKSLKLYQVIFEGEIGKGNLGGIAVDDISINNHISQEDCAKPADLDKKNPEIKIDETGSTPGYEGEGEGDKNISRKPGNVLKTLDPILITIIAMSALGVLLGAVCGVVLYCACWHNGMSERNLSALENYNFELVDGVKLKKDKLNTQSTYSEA
MsrA act: activators of bovine methionine sulfoxide reductase A; purified bovine MsrA, absorbance read-out; activation, % at 10.6 µM; 0.3% of 360,000 active; in the data active means activation above about 7.5%;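 further: 0% = vehicle and 100% = reference activator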
E coli Lon inh: inhibits E. coli Lon protease. 0.42% of 360,000 active. P0A9M0. purified E. coli Lon protease, fluorescence polarization. inhibition, % at 7.94 µM; in the data active means inhibition above about 13%, passing the limit was not always enough;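 further: 0% = enzyme with probe and DMSO and 100% = no enzyme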
* = called active by the depositor.

SMILES	SKN-1 inh	MsrA inh	TbMetRS inhib	MT1-MMP act inh	FAS-TE inh	PABP1 MLLE inh	CendR NRP1 mod	MsrA act	E coli Lon inh
CCOC(=O)CN1C(=O)N[C@@H](c2cccc(C(F)(F)F)c2)[C@@H](C(=O)OC)[C@H]1C	9	-1.2	-0.4	0	-5	-3	2	-1	-6
C[C@H](NC(=O)c1ccccc1)C(=O)N1CCC2(CC1)NCCc1[nH]cnc12	-2	-1.0	-0.6	-1	-4	-2	12	-4	2
O=C(CC(O)c1ccncc1)c1ccccc1O (stereo not drawn)	0	1.4	-0.3	2	-7	7	-8	-1	-1
CCOc1ccccc1OCC(=O)Nc1cccc(S(=O)(=O)N2CCCCCC2)c1	-8	0.9	-0.5	5	19	-7	1	-10	60*
O=C(CCN1C(=O)C2C3CCC(C3)C2C1=O)OCC(=O)c1ccccc1 (stereo not drawn)	1	-0.1	-0.2	-3	-7	-2	-9	0	-14
Cn1nnnc1SCC(=O)Nc1ccc(C(=O)N2CCN(Cc3ccccc3F)CC2)cc1	9	0.1	-0.2	4	-6	7	-5	0	-9
COC(C/C=C/C(=O)[C@@H](C)OCc1ccccc1)OC	-4	1.3	-0.2	0	-6	-2	19	5	-12
O=C1CSC(c2ccccc2)N1c1ccc(F)cc1F (stereo not drawn)	12	0.1	-0.8	-5	-1	9	-1	-3	-4
CCN(CC)C(=O)Cn1c(=O)n(CCCCCC(=O)Nc2ccccc2)c(=O)c2sccc21	2	0.4	-0.7	4	-7	-4	14	3	-11
Cc1ccccc1SCc1noc(C(=O)NC(C)C)c1C(=O)O	-4	-0.1	-0.3	1	-10	10	8	-2	-4
O=C(c1cc(-c2ccc(Cl)cc2)on1)N1CCOCC1	-13	0.1	-0.2	2	-1	-9	0	-3	-2
CC1(Cc2ccc(Cl)cc2)C(=O)Nc2c(Cl)ccc(Cl)c21 (stereo not drawn)	35	-0.1	-0.1	0	16	3	-12	-1	-17
O=C(Nn1c(-c2ccncc2)nc2ccccc2c1=O)c1ccc([N+](=O)[O-])cc1Cl	3	2.4	-0.1	5	2	-6	-27	0	-5
O=C(NCc1ccccn1)C(=O)NCC1OCCN1C(=O)c1ccc(Cl)cc1 (stereo not drawn)	9	1.1	-0.2	-2	-2	-11	2	-3	0
CCN(CC(=O)Nc1ccc(OC)cc1)C(=O)c1cc(-c2cccs2)nn1-c1ccccc1	14	-0.4	-0.2	-8	13	-14	-2	-3	-11
O=C(CSc1ncnc2c1oc1ccccc12)NCC1CCCO1 (stereo not drawn)	8	0.5	-0.1	2	-6	-5	10	-1	2
CCC(C)c1ccccc1N1CC(C(=O)N2CCN(S(=O)(=O)c3cccc([N+](=O)[O-])c3)CC2)CC1=O (stereo not drawn)	-6	-0.7	-0.3	-1	1	8	4	-5	5
Cn1c(=NC(=O)CS(=O)(=O)c2ccccc2)sc2ccccc21	14	-0.6	0.5	4	-2	-3	-10	-2	-1
C=CCNC(=O)NC(=O)CN1C(=O)NC(c2ccccc2)(c2ccccc2)C1=O	18	-0.7	-0.6	-1	0	-3	11	-4	-12
Cc1ccc(S(=O)(=O)Nc2nc3ccccc3nc2NCC2CCCO2)cc1C (stereo not drawn)	-9	1.3	-0.2	4	-2	2	-2	-4	2
O=C(CC1(O)C(=O)Nc2cc(Cl)cc(Cl)c21)c1ccncc1 (stereo not drawn)	14	-0.1	-0.1	1	-8	-7	8	0	-7
O=C(NCc1ccccn1)C(=O)NCC1OCCN1S(=O)(=O)c1ccc(F)cc1 (stereo not drawn)	5	0.1	-0.4	0	-9	-5	19	-5	-4
CCN(CC)C(=O)C1CCN(Cc2ccc(Br)cc2)CC1	31	0.3	-0.5	-2	-2	6	4	0	4
COc1ccc(C(=O)Nc2cccc(OC)c2)cc1	8	1.7	-1.5	10	-8	9	-3	-8	-6
COc1ccc(C(=O)NC2CCN(C(=S)Nc3cccc(C)c3)CC2)cc1	-2	-0.7	-0.2	2	-4	-86	7	-2	3
Cc1csc(C(C#N)C(=O)c2ccncc2)n1 (stereo not drawn)	-4	3.6	-0.6	9	-8	5	9	-8	-8
O=C(Nc1ccc(F)cc1)c1cccnc1Oc1ccccc1	1	0.6	-0.7	1	-1	3	6	-2	3
O=C(Nn1c(=O)[nH]c2ccsc2c1=O)c1ccccc1	8	1.6	-0.7	-6	-8	-7	0	-8	5
CC(C)(C)[C@H]1COC(=O)[C@H](NC(=O)OCC2c3ccccc3-c3ccccc32)C/C=C\C[C@@H](CC(=O)N[C@H](CO)Cc2ccccc2)C(=O)N1	-22	-1.0	-0.5	0	9	-12	-11	-5	5
CC(=O)c1ccn(S(=O)(=O)c2ccc(Cl)cc2)c1	-13	-1.1	-0.4	2	2	-1	6	-1	5
CCOC(=O)C1CCN(C(=O)c2cn(CCOC)c(=O)c3c2c2ccccc2n3C)CC1	3	1.6	-0.5	-2	-5	13	-7	-4	-9
O=C(Nc1ccc(SC(F)F)cc1)C1=CC=CN2CCS(=O)(=O)N=C12	-1	1.9	-0.2	2	3	-2	3	-5	-6
COc1ccc(-c2nc3ccccc3o2)cc1NC(=O)c1ccc(Br)o1	9	-0.2	0.2	5	11	-6	-16	-1	-14
Clc1cccc(Cl)c1CO/N=C/c1cccs1	5	2.1	-0.4	2	-3	-5	0	-5	8
N#CC1=C(N)Oc2n[nH]c(-c3ccccc3)c2C1c1ccncc1 (stereo not drawn)	-8	1.5	0.1	7	-3	-3	-3	-3	-5
COc1ccc(N)c(C)c1	17	0.6	-0.6	6	0	8	-20	-9	5
Nc1ccc2nc(-c3ccccc3)[nH]c2c1	-5	3.3	-1.9	11	-2	-17	8	-3	-3
COc1ccc(-c2cn3c(C)c(C(=O)N4CCN(c5ccccc5)CC4)sc3n2)cc1	5	-0.1	0.2	-3	15	-2	-15	-1	-12
O=c1[nH]c(O)c(/C=C2\C=Nc3ccccc32)[nH]1	2	2.2	2.0	2	-4	-30	4	-2	-4
O=c1[nH]cc(S(=O)(=O)NCc2ccccc2)c(=O)[nH]1	8	-0.8	1.2	-4	-9	0	6	-2	-1
CC1(C)Oc2ccc3ccc(=O)oc3c2[C@@H](O)[C@@H]1O	-2	0.0	0.0	-8	-11	7	22	-2	0
Cc1ccccc1NC(=O)NC1(C(=O)N2CCOCC2)CCCCC1	3	-0.6	0.6	-2	-6	14	14	-3	-4
CCCCOC(=O)C1CCCC(C(=O)OCCCC)N1 (stereo not drawn)	13	0.4	-2.0	0	1	1	1	-2	-1
Cc1cc(NC(=O)CCC(=O)N(CC(=O)NCC2CCCO2)c2ccccc2)no1 (stereo not drawn)	-2	-1.0	-0.8	1	-3	4	8	-6	10
COc1ccc(-c2nnc(SCc3nc4ccccc4s3)n2C(C)C)cc1	24	0.5	-0.4	-10	-2	-28	-8	1	-9
CN(C(=O)c1cccc(C(=O)N(C)c2ccccc2)c1)c1ccccc1	9	-0.1	0.8	6	0	7	-16	-1	-1
N/C(=N\OC(=O)CC1CCCCC1)c1ccccn1	-6	-0.7	-0.5	0	-7	11	-9	-12	5
Cc1ccc(-c2nn(-c3cc(N4CCNCC4)ccc3[N+](=O)[O-])c(=O)c3ccccc23)cc1	6	-0.9	-1.0	-8	-25	-13	-1	0	1
COC(=O)Nc1ccc(S(=O)(=O)N2CCC(C(=O)NCc3ccc4c(c3)OCO4)CC2)cc1	1	0.4	0.0	3	2	12	18	-2	6
O=C(Cc1ccccc1)Nc1ccccc1C(=O)N1CCCCC1	-2	1.8	-0.2	2	-6	6	0	-5	4
O=c1[nH]c(SCCc2ccccc2)nc2c1CCC2	-1	-0.2	0.5	3	-7	-27	-3	-6	-8
O=C(NC1C(=O)NNC1c1ccc(Cl)cc1)c1ccc(F)cc1 (stereo not drawn)	-5	-0.4	-0.5	-1	-2	1	-2	-3	3
O=C1Cc2ccccc2C(=O)N1c1ccc(F)cc1Cl	3	0.5	-0.5	-3	-5	22	1	-2	-7
COc1ccccc1NC(=O)CN1CCOCC1	-6	-1.2	-0.1	2	-4	-9	-6	-4	5
CCOc1ccccc1NC(=S)NCCc1ccc(F)cc1	-8	0.1	0.0	-2	4	-10	15	0	2
CC(=O)c1nc(N2C(=O)C3CC=C(C)CC3C2=O)sc1C (stereo not drawn)	-11	0.9	-0.1	-3	-5	-6	2	-5	-1
O=C(CCCOc1ccccc1)Nc1nncs1	-19	-0.7	0.3	-2	-5	3	-8	0	-8
CCCC1CCC(=NNS(=O)(=O)c2ccc(C)c([N+](=O)[O-])c2)CC1 (stereo not drawn)	-5	-0.6	-0.2	-2	34	8	7	-3	4
CC1(C)C2CC[C@]3(C)C(CC=C4[C@@H]5C[C@@](C)(CO)CC[C@]5(C(=O)O)CC[C@]43C)[C@@]2(C)CC[C@@H]1O (stereo partly drawn)	6	0.1	-0.3	5	5	9	-11	0	-10
O=C(COc1ccc(Br)cc1)Nc1cc(S(=O)(=O)N2CCCCC2)ccc1N1CCCCC1	6	2.8	-1.0	-7	49	14	-13	-3	1

Two entries from above, comma-delimited.
SMILES,SKN-1 inh,MsrA inh,TbMetRS inhib,MT1-MMP act inh,FAS-TE inh,PABP1 MLLE inh,CendR NRP1 mod,MsrA act,E coli Lon inh
O=C(CCCOc1ccccc1)Nc1nncs1,-19,-0.7,0.3,-2,-5,3,-8,0,-8
CN(C(=O)c1cccc(C(=O)N(C)c2ccccc2)c1)c1ccccc1,9,-0.1,0.8,6,0,7,-16,-1,-1

Next section:
SMILES	SKN-1 inh	MsrA inh	TbMetRS inhib	MT1-MMP act inh	FAS-TE inh	PABP1 MLLE inh	CendR NRP1 mod	MsrA act	E coli Lon inh
COc1cc(C(=O)N2CCN(S(=O)(=O)c3cc(C)ccc3C)CC2)ccc1OCC(=O)N1CCOCC1	12	-0.2	-0.4	1	-4	-1	20	-8	-8
CCCn1nnnc1NCc1ccc(C(C)C)cc1	7	-0.9	-0.3	1	-4	12	2	-2	4
CCOC(=O)c1ccc(NC(=O)CN(Cc2ccc(Cl)cc2)S(C)(=O)=O)cc1	2	1.0	-1.2	-1	22	4	-3	-8	2
CCOc1ccc(C(=O)NC(C)CCc2ccccc2)cc1 (stereo not drawn)	4	-0.9	-0.5	-1	8	-1	-1	-3	-8
C=C(C)c1cccc(C(C)(C)NC(=O)NCCCN2CCCC2=O)c1	3	-0.5	0.8	1	-2	7	2	-3	-10
O=C(COC(=O)C1(c2ccc(F)cc2)CCCC1)N1CCNC1=O	1	-1.1	-0.3	2	-3	4	-4	-4	-15
CN(C)C(=O)c1nc2ccc(Cl)cn2c1CN1CCCC(OCc2cccnc2)C1 (stereo not drawn)	-4	-0.6	-0.1	-5	-6	1	7	-3	0
Cc1ccc(S(=O)(=O)N2CCN(CC(=O)N/N=C/C=C/c3ccccc3)CC2)cc1	8	0.8	-0.2	-3	0	7	-7	-3	0
O=C(NC(=S)NN1CCCCC1c1cccnc1)c1ccc(Br)cc1 (stereo not drawn)	6	2.1	0.2	5	2	13	-11	-3	-1

Three compounds out of the list, sorted by SMILES length, high to low.
SMILES	SKN-1 inh	MsrA inh	TbMetRS inhib	MT1-MMP act inh	FAS-TE inh	PABP1 MLLE inh	CendR NRP1 mod	MsrA act	E coli Lon inh
CN(C)C(=O)c1nc2ccc(Cl)cn2c1CN1CCCC(OCc2cccnc2)C1 (stereo not drawn)	-4	-0.6	-0.1	-5	-6	1	7	-3	0
O=C(COC(=O)C1(c2ccc(F)cc2)CCCC1)N1CCNC1=O	1	-1.1	-0.3	2	-3	4	-4	-4	-15
O=C(NC(=S)NN1CCCCC1c1cccnc1)c1ccc(Br)cc1 (stereo not drawn)	6	2.1	0.2	5	2	13	-11	-3	-1

Screening results from PubChem BioAssay.
